Source: PubChem BioAssay
CRFR2-BP ag – agonists of CRF-BP/CRF-R2 complex, primary screen, cell-based, HEK293, calcium dye fluorescence, uHTS | CRF-binding protein / CRF receptor 2 complex (human) | calcium dye fluorescence (FLIPR); percent of saturating CRF peptide response | activation, % at 13.2 µM | 350,000 compounds, 0.46% hits;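 active = activation of at least 50%, plus an integration ratio under a set limit after plate pattern correction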;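 also: plate controls were neutral control wells without compound for no effect and CRF at EC100 for full effect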
MEKK3 PB1 HTS – modulators of MEKK3-MEK5 PB1 binding, primary screen, biochemical, wildtype MEKK3, multiplex bead flow cytometry, Alexa488-MEK5; Mitogen-activated protein kinase kinase kinase 3 (Homo sapiens), Q99759; bead-based flow cytometry, Alexa488-MEK5 binding to MEKK3; actives lie on both sides; 0 = blocked by unlabeled MEK5, 100 = vehicle; binding response (% of control), % at 10 µM; 290,000 compounds, 1.4% hits; AID 1529, 2009;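 active = binding response more than 3 SD above or below the average of its plate-row segment, actives on both sides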;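 also: Alexa488 bead fluorescence after subtracting the streptavidin-only scavenger bead signal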
Target sequence (Q99759 whole entry, looked up): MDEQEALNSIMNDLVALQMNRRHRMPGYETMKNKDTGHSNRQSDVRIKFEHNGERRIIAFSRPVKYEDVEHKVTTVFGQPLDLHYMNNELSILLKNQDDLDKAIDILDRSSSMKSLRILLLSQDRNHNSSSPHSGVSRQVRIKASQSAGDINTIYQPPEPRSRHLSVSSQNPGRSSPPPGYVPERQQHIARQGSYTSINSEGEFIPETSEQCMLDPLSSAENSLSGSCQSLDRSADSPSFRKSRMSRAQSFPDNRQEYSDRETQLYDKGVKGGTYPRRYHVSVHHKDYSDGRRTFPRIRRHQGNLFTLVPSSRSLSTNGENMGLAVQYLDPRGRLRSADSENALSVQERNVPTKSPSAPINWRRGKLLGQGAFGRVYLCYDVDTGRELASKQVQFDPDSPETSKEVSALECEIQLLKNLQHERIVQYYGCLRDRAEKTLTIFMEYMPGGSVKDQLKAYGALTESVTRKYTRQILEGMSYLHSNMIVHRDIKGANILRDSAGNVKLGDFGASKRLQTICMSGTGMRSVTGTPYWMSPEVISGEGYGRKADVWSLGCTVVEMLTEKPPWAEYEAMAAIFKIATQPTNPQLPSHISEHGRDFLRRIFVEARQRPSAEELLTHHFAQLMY
NS3 helicase inh – inhibitors of HCV NS3 helicase, primary screen, biochemical, Cy5 molecular beacon fluorescence | Hepatitis C virus NS3 helicase | NS3 helicase DNA unwinding | inhibition, % at 10.9 µM | 290,000 compounds, 0.56% hits | AID 1800, 2009;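 active = inhibition above the mean of all tested compounds plus 3 SD, set per campaign, cut at about 35% in these data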;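 also: 0% = DMSO wells and 100% = thioflavine S control wells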
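test system = hepatitis C virus NS3 helicase domain fragment enzyme | reagent = annealed dual-labelled DNA beacon duplex, ATP-started | times = 1 h at 25 °C | detection = Cy5 fluorescence, 0 and 60 min reads | read-out basis = percent inhibition from t60/t0 fluorescence ratio | control set = DMSO and thioflavine S | replication = one well per compound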
DNA FID counter – compounds displacing fluorescent DNA intercalator, primary screen, artefact control for HCV NS3 helicase inhibitor project, biochemical, FID fluorescence | inhibition, % at 7.9 µM | AID 1845, 2009 | DNA fluorescent intercalator displacement | 290,000 compounds, 0.17% hits; in the data active = inhibition above about 37%;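 also: 0% = vehicle and 100% = reference compound; higher means more ethidium bromide displaced from hairpin DNA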
GalR3 antagonist – GalR3 antagonists in HEK293 cells, primary screen, cell-based, fluorescence readout | HEK293 GalR3-CNG cAMP membrane potential fluorescence; galR3 body fused to GalR1 C-terminus | inhibition, % at 3 µM | 360,000 compounds, 0.44% hits | AID 651719, 2012;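 active = inhibition above the screen-wide average plus 3 SD, cut at about 13% in these data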;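 also: forskolin and galanin both at EC90 stimulate the cells; cAMP rise reported by CNG channel membrane potential dye signal; 0% = forskolin plus galanin with DMSO and 100% = forskolin alone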
Target sequence (O60755 1-299 limits assumed): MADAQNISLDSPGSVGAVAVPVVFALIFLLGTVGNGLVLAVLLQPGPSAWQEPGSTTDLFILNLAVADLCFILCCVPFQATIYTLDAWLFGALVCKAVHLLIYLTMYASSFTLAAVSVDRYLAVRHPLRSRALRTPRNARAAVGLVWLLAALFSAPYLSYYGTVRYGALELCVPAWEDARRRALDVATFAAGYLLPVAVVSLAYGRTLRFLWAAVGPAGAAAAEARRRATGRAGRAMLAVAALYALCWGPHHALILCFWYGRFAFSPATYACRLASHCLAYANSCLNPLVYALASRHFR
MEKK2mut PB1 HTS – MEK5 binding signal on mutant MEKK2 PB1, primary screen, biochemical, multiplex bead flow cytometry, Alexa488-MEK5; AID 1530, 2009; Alexa488-MEK5 binding to MEKK2 mutant; 290,000 compounds, 0.35% hits; percent response, % at 10 µM; in the data active = percent response above about 24%, passing the limit was not always enough; also: inactives centre near 1; some results filed as inactive read as strong as hits
CRFBP-R2 block – antagonists of CRF-BP/CRF-R2 complex, primary screen, cell-based, HEK293, calcium dye fluorescence, uHTS | CRF-induced calcium fluorescence | 350,000 compounds, 0.59% hits | inhibition, % at 11.8 µM;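 active = inhibition of the ligand-induced calcium signal above about 50% at the single tested concentration, limit read from the data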
MEKK2 WT-MEK5 – modulators of MEK5 binding to wildtype MEKK2, primary screen, biochemical, multiplex bead flow cytometry, Alexa488-MEK5 | binding response (% of control), % at 10 µM | Alexa488-MEK5 binding to MEKK2 WT; actives lie on both sides | 290,000 compounds, 1.1% hits | Mitogen-activated protein kinase kinase kinase 2 (Homo sapiens), Q9Y2U5; in the data active = binding response below about 67% or above about 130%
SUMO HTRF inh – inhibitors of in vitro SUMOylation cascade, primary screen, biochemical, HTRF, uHTS. SUMO-conjugating enzyme UBC9 (Homo sapiens), P63279. HTRF SUMOylation assay, SAE1/SAE2 + UBC9. inhibition, % at 35 µM. 290,000 compounds, 0.36% hits; in the data active = inhibition above about 50%, passing the limit was not always enough; also: strong numbers were not always called active
Target sequence (P63279 whole entry, looked up): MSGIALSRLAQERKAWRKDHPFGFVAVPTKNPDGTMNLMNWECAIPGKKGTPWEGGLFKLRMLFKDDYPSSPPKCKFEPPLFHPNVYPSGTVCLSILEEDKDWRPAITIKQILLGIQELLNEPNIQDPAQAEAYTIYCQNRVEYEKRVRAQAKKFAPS
Active calls of the source: *; x = no result given.

SMILES | CRFR2-BP ag | MEKK3 PB1 HTS | NS3 helicase inh | DNA FID counter | GalR3 antagonist | MEKK2mut PB1 HTS | CRFBP-R2 block | MEKK2 WT-MEK5 | SUMO HTRF inh
CCOc1ccc(-n2c(C)c(C(C)=O)c3cc(OCC(N)=O)ccc32)cc1 | -1.4 | 97 | -9 | -11 | -8 | -9 | 1 | 101 | -1
CN(C)c1nc(Oc2ccc(=O)[nH]n2)nc(N2CCCCC2)n1 | 0.5 | 97 | -9 | -14 | -7 | -4 | 0 | 94 | 5
COc1ccc(NC(=O)C2CCCCN2N)cc1OC (centres undefined) | -0.7 | 94 | 0 | -8 | -1 | 5 | 5 | 96 | 24
Cc1cccc(N2CCN(CC3CCCCC3)CC2)c1C | 0.5 | 103 | 0 | 5 | -12 | 9 | -25 | 106 | 7
COc1cc(/C=N\NC(=O)c2ccc(Cn3nc([N+](=O)[O-])c(Cl)c3C)o2)ccc1O | 15 | 96 | 4 | -3 | -2 | 1 | 21 | 99 | -4
CCN1C(=O)/C(=C\N(C)C)NC1=S | 0.4 | 107 | -23 | 0 | 0 | 4 | 8 | 110 | 0
COC(=O)C1C(=O)c2c([nH]c(C(=O)OC3CCCCCC3)c2C)CC1C (centres undefined) | -2.2 | 94 | 8 | -4 | 1 | 0 | -5 | 93 | -10
NC(=O)COc1ccccc1C1=NO[C@@](CC(=O)O)(C(=O)Nc2ccc3c(c2)OCCO3)C1 | -3.0 | 103 | 7 | -22 | -9 | -2 | 16 | 106 | -8
CC1CC(C)CN(CCCNC(=O)C2CCCN(c3ncnc4c3nc3n4CCCCC3)C2)C1 (centres undefined) | 0.8 | 102 | 5 | 5 | -5 | 6 | -6 | 106 | 0
Fc1ccccc1-c1n[nH]c(=S)n1CC1CCCO1 (centres undefined) | -0.5 | 99 | 1 | 0 | -3 | -7 | -6 | 94 | 6
COc1cc(CC(=O)NC(c2ccccc2)c2ccccc2)cc(OC)c1OC | -1.1 | 103 | -1 | -34 | -8 | 3 | 4 | 99 | 3
Nc1nc2n(n1)C(c1ccco1)CC(c1ccc(Cl)cc1)N2 (centres undefined) | -1.0 | 102 | -2 | -12 | -2 | 10 | -28 | 106 | 4
COc1ccc(NC(=O)Cn2c([N+](=O)[O-])cnc2C)cc1Cl | 0.8 | 106 | 2 | 0 | 6 | 7 | -12 | 109 | 8
COc1ccc(NC(=O)COc2ccc(/C=N/n3c(C)nnc3C)cc2OC)cc1 | -1.4 | 103 | -1 | -12 | -2 | 2 | -3 | 102 | 0
CCOC(=O)c1cnc(SC)nc1N1CCCC1 | -0.2 | 100 | 0 | -5 | -5 | -1 | 15 | 98 | 20
CCCn1c(=O)c2c(c3ccccc31)OC(C)C(=O)N2 (centres undefined) | -0.2 | 87 | 3 | -3 | -2 | -5 | -13 | 90 | 0
COc1ccc(C(=O)NCC(=O)OCn2nnc3ccccc3c2=O)cc1OC | x | 104 | 2 | -3 | x | -13 | x | 100 | 3
COc1ccc(Br)cc1C(=O)O | -0.2 | 111 | 4 | -2 | -4 | 2 | -7 | 112 | 19
COC(=O)/C(=C\Nc1ccccc1)NC(=O)c1ccc(Cl)cc1Cl | 0.8 | 108 | 1 | -5 | -4 | 5 | -19 | 106 | 2
Cc1cc(C)c(S(=O)(=O)N(C)c2ccccc2)c(C)c1 | -2.6 | 74 | -8 | -16 | -5 | -3 | 30 | 81 | 11
Nc1ccc(-c2sc(N)nc2-c2ccccc2)cc1 | -2.8 | x | -7 | 1 | -4 | x | 5 | x | 8
CCN(CCCNC(=O)CC(C(=O)N1CCc2ccccc21)n1ccnc1)c1cccc(C)c1 (centres undefined) | -0.4 | 62 | -32 | 0 | -4 | -1 | 7 | 75 | -20
O=[N+]([O-])c1ccc(Cl)c(CN2CCN(c3ncccn3)CC2)c1 | -0.4 | 106 | -3 | -8 | -10 | 11 | 5 | 114 | 13
CC1(C(=O)N/N=C/c2cc3c(cc2Br)OCO3)CC1(Br)Br (centres undefined) | -12 | 105 | 28 | -20 | 0 | 4 | -35 | 100 | 9

Structural class, those above with bromine.
SMILES | CRFR2-BP ag | MEKK3 PB1 HTS | NS3 helicase inh | DNA FID counter | GalR3 antagonist | MEKK2mut PB1 HTS | CRFBP-R2 block | MEKK2 WT-MEK5 | SUMO HTRF inh
COc1ccc(Br)cc1C(=O)O | -0.2 | 111 | 4 | -2 | -4 | 2 | -7 | 112 | 19
CC1(C(=O)N/N=C/c2cc3c(cc2Br)OCO3)CC1(Br)Br (centres undefined) | -12 | 105 | 28 | -20 | 0 | 4 | -35 | 100 | 9

Further results:
SMILES | CRFR2-BP ag | MEKK3 PB1 HTS | NS3 helicase inh | DNA FID counter | GalR3 antagonist | MEKK2mut PB1 HTS | CRFBP-R2 block | MEKK2 WT-MEK5 | SUMO HTRF inh
O=c1c2nnn(Cc3ccccc3)c2ncn1-c1ccccc1 | -2.9 | 106 | 0 | -4 | -4 | 4 | 1 | 106 | 6
Cc1occc1C(=O)NNS(=O)(=O)c1ccc([N+](=O)[O-])cc1 | -0.2 | 102 | 1 | -6 | -8 | 1 | -11 | 99 | 8
O=C(O)Cc1c[nH]c2ccc(O)cc12 | 1.7 | 105 | x | x | -1 | 2 | -23 | 102 | x
O=S(=O)(c1ccc2ccccc2c1)N1CCN(S(=O)(=O)N2CCOCC2)CC1 | -2.6 | 99 | 10 | 7 | 1 | 0 | 1 | 100 | 24
Cc1sc2ncn(CC(=O)NCC3COc4ccccc4O3)c(=O)c2c1S(=O)(=O)N1CCCCC1 (centres undefined) | 0.2 | 101 | -2 | -2 | -3 | -1 | -1 | 103 | 23
O=C(Nc1ccc2c(c1)CCC2)C1CCN(c2c3c(nc4ncnn24)CCC3)CC1 | -3.6 | 101 | -6 | -18 | -9 | 3 | -27 | 105 | 21
CC(C)(C)c1cc(N)on1 | 0.0 | 105 | 0 | 3 | 3 | 0 | -4 | 101 | 6
O=C(Nc1ccc(F)cc1)N1CCN(c2ncccn2)CC1 | 1.3 | 102 | -6 | -10 | 3 | -9 | 1 | 88 | 4
Cc1[nH]c(C)c(S(=O)(=O)NCc2ccccc2Cl)c1C(=O)N1CCCC1 | 1.0 | 97 | 21 | -14 | -4 | -6 | -16 | 99 | 4
Cc1ccc(C)c(-c2ccc(=O)n(Cc3cccc(Br)c3)n2)c1 | 4.5 | 110 | -5 | -32 | -9 | 11 | -19 | 106 | -12
CCn1nnc(NC(=O)C(c2ccccc2)c2ccccc2)n1 | 1.4 | 102 | -2 | -7 | 2 | -8 | -19 | 89 | -2
CCCCn1c(N)c(N(Cc2ccccc2OC)C(=O)CCC(C)C)c(=O)[nH]c1=O | -0.2 | 95 | 0 | -27 | -1 | -2 | -1 | 99 | -5
COc1ccc(/C=C(/NC(=O)c2cccs2)C(=O)Nc2ccc(C)cc2)cc1OC | 1.0 | 95 | -3 | -13 | -6 | -3 | 7 | 99 | 38
O=C(N/N=C/c1ccccc1O)NC12CC3CC(CC(C3)C1)C2 | 0.2 | 108 | -13 | -20 | -11 | 4 | -4 | 102 | -11
COc1ccc(CC(=O)Nc2nc(C(C)(C)C)cs2)cc1 | -0.5 | 103 | -15 | -16 | -8 | 3 | 1 | 106 | 3
NNC(=O)CNC(=O)c1cccc(Br)c1 | 1.1 | 96 | -5 | -5 | 0 | 1 | -18 | 96 | 12
Cc1ccccc1NC(=O)C(=O)Nc1ccccc1C | -1.5 | 59 | 0 | -3 | -7 | 5 | 3 | 66 | 10
COc1cc2cc(CN(Cc3cccs3)C(=S)Nc3ccc(C)cc3)c(=O)[nH]c2cc1OC | 3.9 | 88 | -27 | -7 | -5 | -3 | -46 | 94 | -2
CC(Sc1ncnc2sc(-c3ccccc3)cc12)C(N)=O (centres undefined) | -0.2 | 94 | -2 | -32 | 0 | -6 | 3 | 97 | 3
O=C(Nc1cccc(F)c1)c1ccc(CSc2ccccc2)o1 | -0.6 | 100 | 1 | -4 | -2 | -2 | -3 | 98 | -25
COc1cccc(S(=O)(=O)NCC(=O)N2CCCCCC2)c1 | -3.8 | 103 | -3 | -6 | -9 | 2 | 12 | 102 | -3
CCOC(=O)c1cnc(SCC(=O)N2CCC(C(N)=O)CC2)nc1N | -0.4 | 100 | 8 | -3 | -5 | -6 | -3 | 92 | 0
O=C(NCCOc1ccccc1)C(c1ccccc1)c1ccccc1 | 0.6 | x | 2 | -4 | -5 | x | 18 | x | 15
CCCC(C(=O)NC(C)(C)C)N(CCN1CCOCC1)C(=O)CNS(=O)(=O)c1ccccc1 (centres undefined) | -0.9 | 103 | -6 | -11 | -9 | 1 | 6 | 103 | 3
O=C(c1cccnc1)N1CCN(C(=O)c2ccco2)CC1 | 1.2 | 98 | 4 | -3 | -10 | 3 | -18 | 102 | -16
Cc1ccc(C)c(N2CCN(C(=O)CN(C)S(=O)(=O)c3cnc[nH]3)CC2)c1 | 6.2 | 94 | 8 | -8 | -5 | 1 | 35 | 97 | -16
CC(=O)Nc1cccc(OCCCNC(=O)c2ccc(C(C)(C)C)cc2)c1 | -4.1 | 100 | 5 | -27 | -4 | 1 | -2 | 102 | 11
COc1cc([N+](=O)[O-])cc2sc(NC(=O)C(C)(C)C)nc12 | -2.8 | 105 | 8 | 1 | -6 | 3 | 3 | 107 | 14
O=C(Nc1ccc2c(c1)OCO2)C1CCCCC1 | -1.8 | 105 | 0 | -3 | -1 | 9 | 9 | 108 | -4
O=C(c1cccnc1)N1CCN(C/C=C/c2ccccc2)CC1 | -3.0 | 100 | -4 | -8 | -5 | 0 | 6 | 102 | -4
CCOC(=O)C1C(=O)CC(=O)CC1CC(C)SCC (centres undefined) | 0.8 | 99 | 35 | -37 | 3 | -9 | -15 | 92 | 10
Cc1ccnc(NC(=O)c2sc3cc(Cl)ccc3c2Cl)c1 | -1.1 | 100 | -1 | 5 | -1 | 2 | 5 | 80 | -3
CCS(=O)(=O)NCc1ccc2c(c1)cc(C)n2C | 4.1 | 102 | 7 | -15 | x | 6 | 9 | 105 | 8
C=CCn1cnc2c(NCc3ccccc3)ncnc21 | -1.6 | 87 | 2 | 0 | -2 | -15 | 11 | 92 | 3
O=C(Cn1c(=O)oc2ccccc21)Nc1ccc(F)cc1 | -0.1 | 100 | -12 | -2 | 2 | 0 | 12 | 100 | 1
COc1ccccc1N1CCN(C(=O)c2coc(=O)c(Br)c2)CC1 | -1.0 | 97 | 5 | 3 | -2 | -12 | 1 | 96 | 14
COc1ccc(C(=O)N2CCC(N3CCN(c4ccccc4)CC3)CC2)cc1OC | -3.4 | 99 | -3 | -2 | -6 | 2 | 17 | 103 | 10
O=C(c1ccccn1)N1CCN(C(=O)c2ccccn2)CC1 | 1.7 | 98 | -2 | 0 | -2 | -1 | 7 | 99 | -14
C=CCOc1c(Br)cc(C2NC(=O)NC(C)=C2C(C)=O)cc1OCC (centres undefined) | -3.0 | 101 | 4 | -17 | -6 | 10 | 27 | 100 | -21

This is a subset; count on the stated rates, not on these rows.
